Screening results from PubChem.
Pin1 inhibitor: qHTS Assay to Find Inhibitors of Pin1. Pin1 FP peptide displacement, HiFluor488, 10 min. AID 504891, 2011. Peptidyl-prolyl cis-trans isomerase NIMA-interacting 1 (Homo sapiens), Q13526. Potency, µM (highest dose often 115 µM), inactives show at the highest dose activity, negative = inhibition, actives largely listed as inhibitors. hit rate 0.009% among 390,000; active = well fitted inhibition curve with a large enough effect in the polarisation, with a control signal flat, not every such curve was filed as active; inconclusive = small, poorly fitted or top-dose-only effect, or effect the other way, or a change in a side signal; inactive = no such curve, though single readings can be large or run the other way; the % refers to the polarisation; also: % is scaled to controls: 0 for no effect and ±100 for the full control effect
HP1b binding inh: HTS for Inhibitors of HP1-beta Chromodomain Interactions with Methylated Histone Tails; Chromobox protein homolog 1 (Homo sapiens), P83916; AlphaScreen HP1-beta / biotin-H3K9me3 peptide binding; Potency, µM (top dose mostly 114 µM), for the others: top-dose activity change, negative = inhibition, most hits filed as inhibitors; hit rate 0.56% among 390,000; also: nearly all actives have a fitted effect of over 70% in size; inactives centre near 23
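Compound inhibition of the preformed complex between 50 nM HP1-beta and 50 nM biotinylated H3K9me3 peptide was read by AlphaScreen. Buffer was PBS pH 7.4 with 0.01% Tween-20. Incubations ran 30 min at room temperature, with 10 ug/mL donor/acceptor beads.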
ERG Ets-DNA blk: qHTS for Small Molecule Inhibitors of the ERG Ets/DNA interaction | Transcriptional regulator ERG (Homo sapiens), P11308 | fluorescence polarization, His-ERG Ets domain / labelled DNA | Potency, µM (doses to about 76.9 µM), without a hit: top-dose FP activity, negative = inhibition, most hits filed as inhibitors | hit rate 0.028% among 370,000; active = well fitted inhibition curve with a large enough effect in the polarisation, with a control signal flat; inconclusive = small, poorly fitted or top-dose-only effect, or effect the other way, or a change in a side signal; inactive = no such curve, though single readings can be large or run the other way; the % refers to the polarisation;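 also: polarization taken with two DNA probes labelled with fluorescein and Texas red; % of control where 0% means no effect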
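His-tagged ERG Ets domain (1 uM in the protein solution; 300mM KCl, 50mM Tris-HCl, 1mM EDTA, 1mM DTT, pH 7.5) received compound, then a probe mix of 5 nM fluorescein-DNA and 100nM Texas-615-DNA. Fluorescence polarization was read for both dyes.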
12-LOX inh: Primary qHTS assay for inhibitors of human arachidonate 12S-lipoxygenase (ALOX12): Round 2 | Polyunsaturated fatty acid lipoxygenase ALOX12 (Homo sapiens), P18054 | purified 12hLO, xylenol orange hydroperoxide absorbance | Potency, µM (series often up to 108 µM), for inactives: at the top dose activity change, negative = inhibition, hits mostly inhibitors | hit rate 1.1% among 580,000 | AID 1671190, 2021; also: % is scaled to controls: 0 for no effect and ±100 for the full control effect
Target sequence (P18054 whole entry, looked up): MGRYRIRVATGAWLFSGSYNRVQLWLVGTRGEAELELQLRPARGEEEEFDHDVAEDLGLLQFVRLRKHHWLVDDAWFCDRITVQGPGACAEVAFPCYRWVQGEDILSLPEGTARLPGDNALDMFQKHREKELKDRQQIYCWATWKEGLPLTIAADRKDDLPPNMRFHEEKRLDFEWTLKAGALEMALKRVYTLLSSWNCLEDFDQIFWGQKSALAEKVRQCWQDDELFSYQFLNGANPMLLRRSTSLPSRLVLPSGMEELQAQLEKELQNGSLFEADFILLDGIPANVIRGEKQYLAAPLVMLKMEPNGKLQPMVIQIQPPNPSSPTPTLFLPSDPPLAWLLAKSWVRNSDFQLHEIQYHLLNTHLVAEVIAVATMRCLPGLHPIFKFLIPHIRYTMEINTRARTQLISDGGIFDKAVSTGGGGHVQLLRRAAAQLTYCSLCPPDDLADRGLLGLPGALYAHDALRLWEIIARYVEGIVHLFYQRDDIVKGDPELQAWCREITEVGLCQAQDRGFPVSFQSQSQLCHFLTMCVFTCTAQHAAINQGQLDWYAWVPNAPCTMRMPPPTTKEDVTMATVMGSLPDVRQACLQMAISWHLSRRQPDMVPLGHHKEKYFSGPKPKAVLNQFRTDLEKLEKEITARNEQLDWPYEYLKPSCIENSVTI
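Hydroperoxide product was detected by ferrous iron/xylenol orange as the 573 to 405 nm absorbance ratio. Arachidonic acid at 40 uM (final) was turned over for 30 min at room temperature by 150 nM human 12hLO, pH 7.0 Hepes buffer, after 15 min compound preincubation.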
Tb PGK inh: qHTS Assay to Find Inhibitors of Phosphoglycerate Kinase | Phosphoglycerate kinase, glycosomal (Trypanosoma brucei brucei), P07378 | PGK/GAPDH coupled, Kinase-Glo luminescence, 60 min | Potency, µM (doses to about 57.5 µM), for inactives: at the top dose activity change, negative = inhibition, usual class: inhibitors | hit rate 0.043% among 380,000; also: % is scaled to controls: 0 for no effect and ±100 for the full control effect; nearly all actives have a fitted effect of over 60% in size
Target sequence (P07378 whole entry, looked up): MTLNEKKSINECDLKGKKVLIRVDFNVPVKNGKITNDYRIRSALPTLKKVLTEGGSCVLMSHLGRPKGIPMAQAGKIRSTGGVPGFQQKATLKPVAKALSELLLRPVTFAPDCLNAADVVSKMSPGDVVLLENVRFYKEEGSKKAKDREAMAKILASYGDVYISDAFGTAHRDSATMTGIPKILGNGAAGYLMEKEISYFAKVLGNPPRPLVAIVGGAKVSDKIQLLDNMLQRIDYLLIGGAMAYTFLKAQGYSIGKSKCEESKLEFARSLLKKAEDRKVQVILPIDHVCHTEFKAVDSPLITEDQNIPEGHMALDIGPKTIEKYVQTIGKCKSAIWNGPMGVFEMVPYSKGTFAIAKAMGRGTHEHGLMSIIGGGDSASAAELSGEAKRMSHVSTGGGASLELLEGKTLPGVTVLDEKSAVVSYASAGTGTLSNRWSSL
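Recombinant glycosomal PGK reaction used 1,3-bisphosphoglycerate generated in-well by GAPDH (100nM final) in 100mM TEA pH 7.6, 5mM MgCl2, 0.01% Tween-20. After 60 minutes at room temperature, ATP was read by Kinase-Glo Plus luminescence end-point.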
JMJD2A Tudor inh: qHTS Assay for Inhibitors of JMJD2A-Tudor Domain; Lysine-specific demethylase 4A (Homo sapiens), O75164; AlphaScreen JMJD2A-Tudor / H3K4me3 peptide binding; Potency, µM (doses to about 114 µM), inactives show top-dose activity change, negative = inhibition, usual class: inhibitors; hit rate 4.4% among 390,000; AID 504339, 2011; also: % is scaled to controls: 0 for no effect and ±100 for the full control effect; nearly all actives have a fitted effect of over 50% in size
rTrxR1 inhibitor: qHTS Assay for Inhibitors of Mammalian Selenoprotein Thioredoxin Reductase 1 (TrxR1): qHTS; Thioredoxin reductase 1, cytoplasmic (Rattus norvegicus), O89049; recombinant rTrxR1, NADPH fluorescence consumption, selenite substrate; Potency, µM (highest dose often 114 µM), without a hit: top-dose activity change, negative = inhibition, usual class: inhibitors; hit rate 1% among 390,000; AID 588453, 2011; also: % is scaled to controls: 0 for no effect and ±100 for the full control effect; nearly all actives have a fitted effect of over 65% in size
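Rat TrxR1 (90 nM in the dispensed reagent) was pre-reduced with 400 uM NADPH for 5 min at room temperature, then incubated with compound for 15 min. After 400 uM selenite was added, NADPH fluorescence (Ex 340/Em 450 nm) was followed for 8 min.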
GLS inhibitor: qHTS for Inhibitors of Glutaminase (GLS); hit rate 0.21% among 410,000; Glutaminase kidney isoform, mitochondrial (Homo sapiens), O94925; Potency, µM (highest dose often 45.5 µM), without a hit: at the top dose activity change, negative = inhibition, hits mostly inhibitors; GLS enzymatic activity, qHTS titration; AID 624170, 2012; also: % is scaled to controls: 0 for no effect and ±100 for the full control effect
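Enzyme dispensed in phosphate buffer (45 mM, pH 8.2, 0.02% Tween-20), compounds pinned in, then 1 mM L-glutamine solution and the glutamate oxidase–HRP–Amplex Red mix added; fluorescence read immediately and again after 30 min at room temperature.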
RGS4 inhibitor: Inhibitors of Regulator of G Protein Signaling (RGS) 4: qHTS; Regulator of G-protein signaling 4 (Homo sapiens), P49798; Transcreener GDP fluorescence polarization, RGS4-accelerated GTP hydrolysis; Potency, µM (series often up to 114 µM), for inactives: at the highest dose activity change, negative = inhibition, hits mostly inhibitors; hit rate 0.039% among 390,000; also: % is scaled to controls: 0 for no effect and ±100 for the full control effect; nearly all actives have a fitted effect of over 75% in size; some results filed as inactive show a strong effect at the top dose
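MLSMR compounds (23 nl, pin-transferred) preincubated 10 min at room temperature with a 500nM (2x) first reagent, then RGS4 at 900nM (2x) plus Transcreener GDP mix added; fluorescence polarization (620/688 nm) read before and after 90 min at 30 °C.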
* = called active by the depositor; i = inactive; ? = inconclusive; . = not tested or not shown; & = joins results of further samples; [ ] = remark or other dose. Unless noted, calls follow the shape of the dose curve; as a rule, active = well fitted curve in the direction sought with a large enough effect; inconclusive = small, poorly fitted or top-dose-only effect, or another doubt; inactive = no such curve, though single readings can be large; an effect the other way counts as inactive or inconclusive. Potency is read from the fitted curve at half-maximal effect.

Pin1 inhibitor | HP1b binding inh | ERG Ets-DNA blk | 12-LOX inh | Tb PGK inh | JMJD2A Tudor inh | rTrxR1 inhibitor | GLS inhibitor | RGS4 inhibitor | SMILES
7% | -17% | 2% | 435%[activator] | -1% | 45µM* | 28% | 6% | -27% | CC1CCCCN1S(=O)(=O)c1ccc(C(=O)N(CCCN(C)C)c2nc3ccc(Br)cc3s2)cc1 (centres undefined)
? | 27% | -1% | 2% | -1% | ? | 8%[57.1 µM] | -26% | -3% | Cc1ccc(Cn2ncc3c(NN)ncnc32)cc1
2% | 40%[activator] | -2% | 149%[activator] | 0% | -5% | 12% | 0% | 1% | O=C(NCc1ccccn1)c1cccc(S(=O)(=O)Nc2ccccc2Cl)c1
3% | 0% | -8% | -10% | 4% | ? | 1.6µM* | 20% | -36% | O=C(CCNc1ccccc1)c1cccc([N+](=O)[O-])c1
0% | 42%[activator] | 10% | -51% | -6% | 1% | 25% | -1% | -8% | Cc1ccc(S(=O)(=O)N2CCC(=O)N(CCO)CC2)cc1
8% | 36% | -6% | -2% | 1% | -8% | 0% | 3% | -6% | O=C(OCCN=C1NS(=O)(=O)c2ccccc21)c1cccnc1
-5% | 15% | -8% | ? | i | -19% | -12% | ? | 12% | CC(C)C(C(=O)Nc1ccccc1F)N1C(=O)c2ccccc2C1=O (centres undefined)
2% | -5%[57 µM] | -2% | 3% | -11% | ? | 0%[57.1 µM] | 20% | ? | Cc1ccc2scc(N3CCN(c4ccc(F)cc4)CC3)c(=O)c2c1
-1% | 31% | -12% | 1% | -6% | -2% | 13% | 4% | 23% | Cn1nc2c(c1C(=O)N1CCCC(C(=O)c3cc(F)ccc3F)C1)CCCC2 (centres undefined)
2% | 29% | 0% | -10% | 8% | -11% | -7% | 3% | 22% | CS(=O)(=O)c1ccc(-c2sc3ccccc3c2C(=O)NCCCN2CCOCC2)cc1
-10% | 14% | -15% | . | 5% | -7% | 7% | 3% | 37% | CCn1cc(C(=O)N(C)c2cc(C)ccc2OC)c2cc(OC)c(OC)cc2c1=O
-9% | 27% | -1% | 0% | -4% | -10% | 22% | 2% | 4% | O=C(CN1C(=O)NC2(CCCCC2)C1=O)N1CCN(S(=O)(=O)c2ccccc2)CC1
9% | 25% | . | 40µM* | 12% | 6% | ? | 14% | -16% | CC(C)(C)C(=O)NC(=S)NCc1ccccc1
3% | 2% | 0% | 0% | 2% | -21% | 18% | 9% | 14% | O=C(Cc1ccc([N+](=O)[O-])cc1)N1N=C2CCCCC2C1(O)C(F)(F)F (centres undefined)
3% | 1% | 1% | -10% | 0% | -8% | -1% | 0% | 1% | Cc1cc(=O)c(C(=O)O)nn1-c1ccccc1[N+](=O)[O-]
-1% | 13% | 5% | 24%[57.4 µM] | 3% | -13% | -4% | -1% | 10% | COc1ccc(-c2nc(CSCC(=O)N3CCN(C4CCCCC4)CC3)c(C)o2)cc1OC
-16% | -16% | 4% | -47% | -12% | -20% | -16% | -1% | -7% | Cc1oc(-c2cccs2)nc1CS(=O)CC(=O)NCc1ccc2c(c1)OCO2 (centres undefined)
-3% | 20% | -8% | -3% | -4% | -11% | ? | 1% | -11% | CCN(CC)C(=S)Nc1ccc([N+](=O)[O-])cc1
1% | 43%[activator] | -5% | 0% | i | -7% | 9% | -3% | 5% | COc1cccc(-c2cc3onc(-c4ccccc4)c3c(=O)n2C)c1
-8% | -57% | -8% | ? | i | 5.6µM* | -1%[57.1 µM] | 0% | -9% | COc1cccc(CN2CCN(C(=O)CC(C)C)CC2)c1
-13% | 48%[activator] | -7% | -13% | -3% | -6% | 4%[57.1 µM] | -1% | 18% | Cc1nc2nc(COc3ccccc3)[nH]n2c(=O)c1C
2% | 1% | 6% | ? | 4% | -4% | -14%[57.1 µM] | 2% | -10% | CC1CCCC(C)N1C(=O)CSc1nnc(-c2c[nH]c3ccccc23)o1 (centres undefined)
14% | 13%[57 µM] | -5% | 0% | -2% | -26% | 17%[57.1 µM] | 7% | -5% | CCOc1ccccc1NC(=O)CSc1nc2ccccc2nc1Cc1ccc(C)cc1
-13% | 15% | -6% | -2% | -9% | -16% | 16% | 6% | 1% | CN(C(=O)CN1C(=O)c2ccccc2S1(=O)=O)c1ccccc1C(=O)O
-1% | 22% | -6% | -1% | -8% | -19% | -1% | 0% | -11% | Cc1nnc2c(N3CCN(C(=O)c4ccco4)CC3)nc3ccccc3n12
-1% | 37% | 18% | 68% | -7% | -6% | 19% | -6% | 18% | CCN(c1ccccc1)S(=O)(=O)c1ccc2c(c1)OCCO2
2% | 7% | -4% | -5% | -14% | -13% | 7% | 17% | 2% | C#CCNC(=O)C1=C[C@@H](c2ccc(C#C)cc2)[C@H](CCCO)[C@@H](OCC)O1
-3% | 1% | -8% | -1% | -6% | -34% | 0% | 8% | 7% | COC(=O)c1c(NC(=O)c2cccc(N3C(=O)CCC3=O)c2)sc2c1CCN(C(C)=O)C2
-3% | 71%[activator] | 4% | -9% | -11% | -3% | 18% | 4% | -4% | Cc1ccccc1OCC(=O)Nc1c(C(=O)Nc2ccccc2F)oc2ccccc12
? | 90%[activator] | 14% | 168%[activator] | -1% | 56%[activator] | 18%[57.1 µM] | 4% | 0% | Cc1cccc(NCc2nc(-c3ccccc3)no2)c1
-7% | 27% | -1% | -4% | i | -7% | -8% | -10% | -7% | CCOc1ccc(C(=O)Nc2cccc(C(=O)O)c2C)cc1Cl
6% | 27% | -3% | 22% | -7% | -8% | 28% | -18% | 0% | CC(C)/C(=N\NC(=O)Nc1ccccc1)c1ccccc1
10% | 16% | 16% | i | -8% | -14% | 27% | 13% | 11% | COc1ccc(N(CC(=O)NCc2ccccc2OC)S(=O)(=O)c2ccc(C)cc2)cc1Cl
1% | 13% | -10% | -20% | 1% | -9% | -2% | 10% | 10%[56.9 µM] | CC(=O)c1cccc(NC(=O)CCC(=O)c2ccc(F)cc2)c1
0% | 25µM* | -16% | ? | i | 7.9µM* | 3%[57.1 µM] | -14% | -1% | O=S(=O)(c1ccc(F)cc1)N1CCN(CC(O)COc2ccccc2F)CC1 (centres undefined)
2% | -2% | -3% | ? | -16% | -27% | -12% | 24% | -22% | Cc1ccccc1C(=O)NNC(=S)NC(=O)c1cccnc1
3% | 30% | 0% | 0% | 2% | -6% | 24% | 2% | 19% | Cc1cc(NC(=O)Nc2cccc(C)c2C)no1
-3% | 24% | -2% | -5% | 0% | -13% | 11%[57.1 µM] | 10% | 3% | O=C(CCC(=O)n1ncc2ccccc21)NCc1ccccc1Cl
-8% | -2% | -3% | 5% | i | 14%[11.4 µM] | -13%[57.1 µM] | 9% | -13%[11.4 µM] | COc1ccc(-n2nnnc2-c2cn(C)nc2C(F)(F)F)cc1
-3% | ? | -1% | -18% | . | 13µM* | 3% | 9% | -22% | CN(C)c1ccc(CN(Cc2ccco2)C(=O)c2ccc(C(C)(C)C)cc2)cc1
-1% | 17% | 3% | -17% | -7% | -4% | 6%[57.1 µM] | -1% | 10% | Cc1cc(S(=O)(=O)N2CCOCC2)ccc1OCC(=O)NCCCn1ccnc1
-6% | 12% | -20% | 7% | 2% | -15% | 7%[57.1 µM] | 10% | 9% | C[C@H](CO)N1C[C@H](C)[C@@H](CN(C)C(=O)Nc2ccc(C(F)(F)F)cc2)Oc2c(NS(=O)(=O)c3cn(C)cn3)cccc2C1=O
-4%&2% | 24%&14% | 3%&-1% | 0%&2% | -4%&-1% | -6%&-23% | 171%[activator][57.1 µM] | 4%&5% | -15%&18% | COCCCn1c(=N)c(C(=O)NC2CCCCC2)cc2c(=O)n3ccccc3nc21
-4% | 16% | -10% | 0% | -8% | -14% | 25% | -5% | 15% | CCOc1ccc(S(=O)(=O)NC(C)C(=O)NC2CCCC2)cc1 (centres undefined)
0% | 39%[activator] | -2% | 9% | -8% | -14% | -17% | -4% | 7% | Cc1ccc(N(C(=O)c2ccc(S(=O)(=O)N3CCCC3)cc2)C2C=CS(=O)(=O)C2)cc1 (centres undefined)
4% | 38% | -5% | -2% | -3% | -9% | 3% | -2% | -2% | COc1ccc(C(=O)N/C(=C/c2cccs2)C(=O)NC(C)(C)C)cc1OC
-8% | 24% | 5% | 9% | -7% | -10% | 13%[57.1 µM] | -9% | -9% | Cc1nn(CC(=O)Nc2ccc3c(c2)OCCO3)c(C)c1[N+](=O)[O-]
17% | -25% | -3% | -21% | -10% | ? | -5% | -2% | 3% | Cc1ccc(NC(=O)c2ccc(NCCN)c([N+](=O)[O-])c2)cc1Cl
-3% | 34% | -2% | 10% | 6% | -7% | -14% | 10% | -1% | COc1ccccc1N1CCN(C2CCCN(C(=O)c3snnc3C)C2)CC1 (centres undefined)

The list is partial. The share of hits here may be higher or lower than overall.
